Compound activity (PubChem BioAssay)
L3MBTL1 block = blocks human L3MBTL1; Potency, µM (doses to about 57.1 µM), inactives show at the top dose activity, negative = inhibition, usual class: inhibitors; actives 0.66% (n = 230,000); AlphaScreen L3MBTL1–H3K9me1 peptide binding; note: nearly all actives have a fitted effect of over 60% in size
Target sequence (Q9Y468 whole entry, looked up): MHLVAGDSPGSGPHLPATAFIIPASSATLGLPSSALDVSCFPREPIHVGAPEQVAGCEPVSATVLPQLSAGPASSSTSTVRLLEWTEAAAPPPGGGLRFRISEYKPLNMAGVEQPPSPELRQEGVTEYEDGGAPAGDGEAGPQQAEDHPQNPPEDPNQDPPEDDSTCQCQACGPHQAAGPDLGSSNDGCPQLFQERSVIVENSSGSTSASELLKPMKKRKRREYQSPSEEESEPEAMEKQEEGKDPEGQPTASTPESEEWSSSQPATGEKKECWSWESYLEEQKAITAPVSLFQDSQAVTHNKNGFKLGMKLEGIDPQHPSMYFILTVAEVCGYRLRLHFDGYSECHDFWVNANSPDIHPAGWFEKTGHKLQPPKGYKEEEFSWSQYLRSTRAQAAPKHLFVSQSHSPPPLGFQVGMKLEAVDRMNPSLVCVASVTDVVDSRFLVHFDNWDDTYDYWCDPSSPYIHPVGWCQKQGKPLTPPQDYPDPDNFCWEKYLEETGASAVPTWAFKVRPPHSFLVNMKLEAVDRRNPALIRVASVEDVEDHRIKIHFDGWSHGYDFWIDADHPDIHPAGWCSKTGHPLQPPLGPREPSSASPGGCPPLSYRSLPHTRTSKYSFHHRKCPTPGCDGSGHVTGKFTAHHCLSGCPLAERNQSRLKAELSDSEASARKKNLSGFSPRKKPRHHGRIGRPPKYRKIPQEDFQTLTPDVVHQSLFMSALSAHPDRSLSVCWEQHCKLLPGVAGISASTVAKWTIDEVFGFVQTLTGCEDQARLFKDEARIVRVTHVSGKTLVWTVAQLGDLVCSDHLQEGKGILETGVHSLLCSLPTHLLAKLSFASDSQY
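First, the protein-peptide complex forms for 30 min at room temperature (L3MBTL1 50 nM, biotinylated H3K9me1 peptide 75 nM). Next, compounds are pin-transferred and incubated 30 min. Finally, AlphaScreen beads are added and read after 30 min.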
GAA inhib = inhibitors of human lysosomal alpha-glucosidase; P10253; purified human GAA, 4-MU-alpha-glucoside fluorescence; Potency, µM (top dose mostly 76.9 µM), for inactives: at the top dose activity change, negative = inhibition, most hits filed as inhibitors; actives 0.005% (n = 200,000); AID 1466;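 note: plate controls were uninhibited enzyme wells for no effect and no-enzyme background for full effect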
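Fluorogenic assay: 4 nM human alpha-glucosidase with 400 uM 4-methylumbelliferyl-alpha-D-pyranoside in 50 mM citrate/phosphate, 0.005% Tween-20, pH 5.0, 20 min at room temperature. Compounds tested up to 77 uM; AC50 from Hill fits.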
GAA glycogen mod = inhibitors or activators of human alpha-glucosidase glycogen cleavage | recombinant GAA, glycogen substrate, Amplex Red glucose oxidase fluorescence | P10253 | AID 2100 | Potency, µM (top dose mostly 76.4 µM), without a hit: at the highest dose activity change, negative = inhibition, hits mostly inhibitors | actives 0.38% (n = 300,000);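 note: 0% = full enzyme reaction and -100% = no-enzyme basal signal; the screen sought inhibitors and activators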
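Natural-substrate format: glycogen cleavage by 4 nM human enzyme, glucose read by Amplex Red coupling (Ex 573, Em 610 nm). Normalized to enzyme and no-enzyme controls.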
TR SRC2 fluor cs = Texas Red fluorescence interference in TRb-SRC2 counter-screen. TRb/SRC2 Texas Red total fluorescence interference. Potency, µM (top dose mostly 106 µM), inactives show at the top dose fluorescence change, negative = quenching. actives 0.29% (n = 280,000); active = well fitted curve in either direction with a large enough effect; inconclusive = small, poorly fitted or top-dose-only effect
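Human TRb ligand-binding domain at 0.6 uM with 20 nM Texas Red SRC2 peptide in Tris buffer containing 1 uM T3 and 5% DMSO, incubated with compound 5 h at ambient temperature. Total fluorescence (555/632 nm) calculated as parallel + 2 × perpendicular.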
RECQ1 inh = inhibitors of human RECQ1 DNA helicase; RECQ1 DNA unwinding, red fluorescence kinetic read; Potency, µM (doses to about 57.3 µM), for the others: at the highest dose activity, negative = inhibition, usual class: inhibitors; actives 0.54% (n = 240,000);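 note: plate controls were vehicle for no effect and no enzyme for full effect; nearly all actives have a fitted effect of over 30% in size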
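RECQ1T1 50 nM; forked duplex (20 bp + 30-nt ss tails) 200 nM, ATP 2 mM final; pH 8.0, 2 mM MgCl2, 2.5 ug/ml poly(dI-dC); 15 min compound preincubation; discontinuous kinetic read over 2 h at RT.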
GAA spleen mod = lysosomal alpha-glucosidase (human) modulation. actives 0.006% (n = 240,000). AID 2112. human spleen homogenate, 4-MU-alpha-glucoside fluorescence. Potency, µM (top dose mostly 79.9 µM), inactives show at the top dose activity change, negative = inhibition, hits mostly inhibitors. P10253;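 note: 0% = enzyme with vehicle and -100% = no enzyme basal signal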
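Human spleen homogenate (1 ug) with 4-methylumbelliferyl-alpha-D-glucopyranoside (1 mM final) in 50 mM citrate/phosphate pH 5.0, 0.01% Tween-20; 40 min at 37 C. Stopped at pH 10; 4-MU fluorescence Ex 365/Em 440 nm; AC50 by Hill fit.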
GoLoco inh red = blocks human Gai1 binding to RGS12 GoLoco peptide, red readout; P63096; Potency, µM (top dose mostly 61.6 µM), for inactives: at the highest dose activity, negative = inhibition, usual class: inhibitors; actives 0.44% (n = 230,000); AID 880; Gai1:RGS12 GoLoco peptide FP, rhodamine, 10 min; active = well fitted inhibition curve with a large enough effect, not every such curve was filed as active; inactive = no such curve, though single readings can be large or run the other way; note: nearly all actives have a fitted effect of over 30% in size; many of its hits are not listed in these tables
TRb-SRC2 inh = disrupts binding of human TR beta to SRC2. TRbeta-SRC2 peptide binding, fluorescence polarization; receptor liganded with 1 µM T3. Potency, µM (top dose mostly 106 µM), for the others: top-dose activity change, negative = inhibition, actives largely listed as inhibitors. actives 0.065% (n = 280,000). AID 1469;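 note: plate controls were bound peptide for no effect and peptide without receptor for full effect; nearly all actives have a fitted effect of over 50% in size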
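Fluorescence polarization of 20 nM Texas Red SRC2 peptide with 0.6 uM human TRb ligand-binding domain, in Tris buffer with 1uM T3 and 5% DMSO. Incubated 5 hr ambient; normalized to unbound and bound controls.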
An asterisk follows results filed as active; i = inactive; ? = inconclusive; . = no result given; ! = not active in a repeat; [ ] = dose if it differs, or a comment. Unless noted, calls come from the whole dose curve; as a rule, active = well fitted curve in the direction sought with a large enough effect; inconclusive = small, poorly fitted or top-dose-only effect, or another doubt; inactive = no such curve, though single readings can be large; an effect the other way counts as inactive or inconclusive. Unless noted, % is set by controls: 0 for no effect and ±100 for the full control effect; potency is the fitted concentration of half-maximal effect. Only part of the results is shown (hit frequency here may not be typical).

Every second line gives: L3MBTL1 block, GAA inhib, GAA glycogen mod, TR SRC2 fluor cs, RECQ1 inh, GAA spleen mod, GoLoco inh red, TRb-SRC2 inh
O=C(C1=NN[C@@H]2C(=O)N(c3cccc(F)c3)C(=O)[C@H]12)c1cnccn1
 : -9%, -8%, -1%, 5%, -5%, 0%, -33%, -4%
O=C(O)c1ccc(-c2ccccn2)s1
 : 11%, 4%, 3%, -2%, -12%, -12%, 1%, 2%
Cc1nc(C)c(-c2ccccc2)c(=O)[nH]1
 : 3%, 4%, 17%, -1%, -5%, 5%, ., -1%
Cc1ccc(-c2ccc(C3C4C=CCCC4(C)C(=O)N3Cc3ccccc3)c(F)c2)cc1 (stereo unspecified)
 : ., ., ., 1%, -14%, -4%, ., 4%
COc1cc(C2C(C(=O)OC(C)C)=C(C)Nc3[nH]c(=O)[nH]c(=O)c32)ccc1O (stereo unspecified)
 : 4%, -5%, ?, 3%, -10%, 3%, 6%, 0%
O=C(NCc1nnc(SCC(=O)N2CCCc3ccccc32)o1)c1ccco1
 : ., 2%, 4%, 1%, i, 1%, -9%, 3%
CC1CCCC(C)N1C(=O)c1cc(-c2cccs2)on1 (stereo unspecified)
 : 10%, 0%, -4%, 2%, i, 3%, 8%, 0%
Cc1ccc(NC2=NC3(CCCCC3)N=C(N)N2)c(C)c1
 : 8%, 3%, 5%, 0%, -11%, -2%, 0%, 3%
O=C(C1CCC1)N1CCc2cc(S(=O)(=O)NC3CCCC3)ccc21
 : 1%, 2%, 6%, 0%, -6%, -9%, 9%, -14%
C/C(N)=C(/C#N)C(=O)COC(=O)c1cc(-c2ccccc2)nc2ccc(Br)cc12
 : 1%, -1%, -4%, 1%, i, -7%, 8%, 7%
Cc1cc(NS(=O)(=O)c2ccc(NC(=S)NC(=O)c3ccncc3)cc2)no1
 : 2%, ., -2%, 2%, 0%, 2%, -1%, 2%
Cc1ccccc1NC(=S)N/N=C/c1ccc(O)cc1O
 : 32µM*, ., ?, -3%, 6%, 7%, 6%, -7%
Clc1nc(CN2CCOCC2)nc2sc3c(c12)CCC3
 : 6%, -1%, 4%, 1%, -1%, -2%, -4%, 6%
CCCCCn1c(CNC(C)=O)nc2ccccc21
 : 5%, -1%, 4%, -1%, i, 1%, 9%, 3%
C[C@@](N)(Cc1ccc(O)c(O)c1)C(=O)O
 : ., ., ., ?, 11µM*!, -15%, -7%, -1%
CCN(CCCn1c(SCC#N)nc2ccccc2c1=O)c1ccccc1
 : -3%, -8%, -3%, 0%, -7%, -10%, 4%, 3%
CC1CCc2c(sc(NC(=O)C3CCCO3)c2C#N)C1 (stereo unspecified)
 : 0%, -5%, -7%, 0%, -6%, 4%, 7%, 8%
Cc1cnc(C(=O)OCC(=O)Nc2ccc(Cl)cc2Cl)cn1
 : ?, -8%, 4%, -9%, -4%, 7%, -4%, -2%
COc1ccc(NC(=O)C2OCCc3ccccc32)c(OC)c1 (stereo unspecified)
 : -3%, -1%, -5%, -1%, -8%, -1%, 2%, -5%
O=C(/C=C/c1ccco1)NCc1ccccn1
 : ?, 1%, -6%, 1%, -3%, 4%, 3%, -2%
CC1(c2nnc(-c3ccc(Cl)cc3)o2)CC(c2ccc([N+](=O)[O-])cc2)=NO1 (stereo unspecified)
 : ., ., -1%, -5%, 18%, 3%, 0%, 1%
COc1ccc(OCC(=O)NNC(=O)c2ccc(-c3ccccc3)cc2)cc1
 : -1%, 4%, 8%, -2%, -7%, -6%, 15%, 10%
O=S1(=O)NC(=NCCOCCO)c2ccccc21
 : -1%, ?, -5%, -4%, i, 8%, 26%, -6%
CCOC(=O)C1=NO[C@@]2(C=C(Br)C3(OCCCO3)[C@H]3O[C@H]32)C1
 : ., ., ., 2%[11.2 µM], i[11.5 µM], -11%[17.4 µM], ., 1%[11.2 µM]
O=C(NCc1ccncc1)C(=O)NCC(c1ccco1)N1CCN(c2ccccc2F)CC1 (stereo unspecified)
 : 6%, -4%, 13%, -1%, -5%, -8%, 5%, 10%
COC(=O)C1=C(C)NC(=S)N(C(C)=O)C1c1ccccc1 (stereo unspecified)
 : 1%, 0%, -1%, 1%, -8%, -3%, 10%, -7%
N/C(=N\OC(=O)c1ccc2ccccc2c1)c1ccc(Br)cc1
 : 0%, 2%, -5%, -3%, i, -5%, -14%, 6%
CCc1nc(SCc2ccc(Cl)cc2)n[nH]1
 : 0%[11.4 µM], -2%, 3%, -4%, i, -1%, 9%, -11%
Cc1ccc(C(=O)/C=C/N(C)C)o1
 : 2%, -5%, 13%, -2%, 0%, -1%, 9%, 0%
CC(=O)Nc1ccc(-c2csc(NNC(=O)c3ccc(C)cc3)n2)cc1
 : -8%, -9%, ?, -2%, i, 8%, 20%, 1%

A different layout for 3 compounds above.
smiles,L3MBTL1 block,GAA inhib,GAA glycogen mod,TR SRC2 fluor cs,RECQ1 inh,GAA spleen mod,GoLoco inh red,TRb-SRC2 inh
CCc1nc(SCc2ccc(Cl)cc2)n[nH]1,0%[11.4 µM],-2%,3%,-4%,i,-1%,9%,-11%
CC1CCCC(C)N1C(=O)c1cc(-c2cccs2)on1 (stereo unspecified),10%,0%,-4%,2%,i,3%,8%,0%
Cc1ccc(-c2ccc(C3C4C=CCCC4(C)C(=O)N3Cc3ccccc3)c(F)c2)cc1 (stereo unspecified),.,.,.,1%,-14%,-4%,.,4%

Other results follow.
Every second line gives: L3MBTL1 block, GAA inhib, GAA glycogen mod, TR SRC2 fluor cs, RECQ1 inh, GAA spleen mod, GoLoco inh red, TRb-SRC2 inh
COC(=O)NC(c1ccco1)C(C(C)=O)C(=O)OC (stereo unspecified)
 : ., ., ., -5%[11.2 µM], i[11.5 µM], 2%[17.4 µM], ., 4%[11.2 µM]
CC(=O)c1cnn(-c2c(Cl)cc(Cl)cc2Cl)c1C
 : -2%, ., -2%, -4%, 2%, -3%, 8%, -1%
COc1ccc(CCNC(=O)COC(=O)c2cc(OC)c(OC)cc2OC)cc1OC
 : 21%, 2%, -14%, 0%, 1%, -6%, 7%, 6%
O=C(CCCN1C(=O)c2cccc3cccc(c23)C1=O)NC1CCS(=O)(=O)C1 (stereo unspecified)
 : -7%, 14%, 13%, 4%, -8%, -4%, 11%, -5%
Cc1cc2nc(C)c(=O)n(C)c2cc1C
 : -3%, -10%, 0%, 0%, 3%, 1%, 1%, -1%
O=C(NCCCCCCNC(=O)c1ccc(Br)s1)c1ccc(Br)s1
 : -13%, 0%, 6%, 2%, -7%, -11%, 26%, -20%
O=C1OC(c2ccccc2)c2ccccc21 (stereo unspecified)
 : -1%, -4%, -2%, -2%, i, 2%, 3%, -8%
CCOC(=O)c1c(NC(C)=O)sc2c(OC(C)=O)cccc12
 : ., 0%, -7%, -2%, -11%, -12%, 2%, 2%
Cc1ccc(NC(=O)CSc2nnc(-c3cnccn3)n2Cc2ccco2)cc1
 : ., 0%, -2%, 0%, -15%, -8%, -21%, -3%
Cc1nc([N+](=O)[O-])c(Br)n1CC(=O)c1ccc(Br)cc1
 : ., 4%, -7%, -3%, -4%, -18%, 13%, -1%
O=C(NC1CCCCC1)C(c1ccncc1)N(C(=O)Cn1nnc(-c2cccs2)n1)C1CCCC1 (stereo unspecified)
 : 1%, -1%, -7%, 0%, -1%, -1%, -4%, 5%
COc1ccc(C(=O)N(CN2CCCC2=O)c2cc(C)on2)cc1OC
 : 0%, 0%, -10%, 0%, -8%, -2%, 0%, -1%
O=C(COC(=O)C1CC1)Nc1ncc(C(F)(F)F)cc1Cl
 : ., -7%, -3%, -2%, -15%, 3%, 11%, 5%
C=C(C)c1cccc(C(C)(C)NC(=O)N(Cc2ccccc2)Cc2ccco2)c1
 : ., 1%, 7%, -2%, 3%, -7%, 4%, 2%
C=CCc1cccc2cc(C(=O)OCC(=O)c3ccccc3)c(=O)oc12
 : ., 0%, 6%, 0%, -9%, 1%, 2%, -7%
O=C(CN1CCOCC1)Nc1ccccc1-c1ccccc1
 : 2%, 3%, 4%, 2%, 6%, -7%, 2%, -3%
CC(C)CNc1nnnc2c1sc1nc(N3CCOCC3)c3c(c12)CC(C)(C)SC3
 : -7%, ?, -9%, -1%, i, -15%, 10%, 2%
O=C(NCCCl)Nc1ccc(Cl)c([N+](=O)[O-])c1
 : 7%, -5%, 11%, 2%, i, -3%, 9%, -2%
O=[N+]([O-])c1cc(C(F)(F)F)ccc1NN=C1CCCC1
 : -20%, -12%, -6%, 4%, -2%, -7%, 2%, 2%
O=C(/C=C/c1ccc(F)cc1)NC(=S)N1CCN(c2ccccn2)CC1
 : 10%, -4%[15.4 µM], 5%, -1%, i, 0%, 5%, 3%
CCCS(=O)(=O)NCc1cn2cccc(C)c2n1
 : -4%, -2%, 0%, -2%, -8%, -4%, -5%, 0%
Cc1ccc(-c2cc(C(F)F)nc(N3CCC(C)CC3)n2)cc1
 : 9%, 8%, -1%, 0%, 0%, -2%, -6%, 3%
C=C(C)CSc1nc2nc(C)c(Br)cc2[nH]1
 : ., -3%, 2%, -1%, -13%, 5%, 0%, -6%
O=C(O)c1cccc(-c2ccc(/C=N/Nc3ccc([N+](=O)[O-])cc3)o2)c1
 : ., ., ?, -13%, -1%, -11%, 60%[activator], 0%
CCC(C)(C)C
 : ., ., ., -2%, -16%, -1%, 13%, 3%
COC(=O)c1ccc2nc(C)cc(Nc3ccc(N(C)C)cc3)c2c1
 : ?, -9%, ?, -5%, -1%, -2%, -6%, 4%
O=C(CSc1nnc(COc2ccc3c(c2)CCCC3)o1)Nc1ccc(F)cc1
 : 1%, -9%, -8%, 2%, -15%, 4%, -20%, -15%
COc1ccc(N(C(=O)c2cccc(OC)c2OC)C2C=CS(=O)(=O)C2)cc1 (stereo unspecified)
 : 1%, -10%, 7%, -2%, -6%, -9%, -9%, -4%
COc1ccc(C2SCC(C(=O)O)N2C(C)=O)cc1 (stereo unspecified)
 : ., ?, 5%, -2%, -17%, 0%, 8%, -4%
C#CCOCCOCCOCCNc1nc(N2CCN(C(=O)[C@H](Cc3ccc(O)cc3)n3cc([C@@H](N)CC(C)C)nn3)CC2)nc(N2CCN(C(=O)[C@H](Cc3cc4ccccc4[nH]3)n3cc([C@@H](N)CC(C)C)nn3)CC2)n1
 : -14%, ., 10%, -2%, -22%, -2%, 6%, -2%
